High-throughput results (PubChem BioAssay)
GC-A act: GC-A stimulated cGMP production enhancers – HEK293 GC-A cells, cGMP TR-FRET, EC30 ANP, primary screen; Atrial natriuretic peptide receptor 1 (Homo sapiens), P16066; 0% at EC30 ANP, 100% saturating ANP; activation, % at 10 µM; 0.14% of 370,000 active; AID 1671463, 2021; in the data active = activation above about 40%
hgDAF12 agonist: H. glycines DAF-12 receptor agonists, primary screen, cell-based, luminescence, HEK293, GAL4 fusion, UAS-luciferase. 1.8% of 370,000 active. Nuclear hormone receptor DAF-12 (Heterodera glycines), GAL4 fusion. HEK293 GAL4-hgDAF12 UAS-luciferase reporter, agonist luminescence; normalized to butyrate control. activation, % at 6.8 µM;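 active = activation above a cutoff set at the mean of all screened compounds plus 3 SD, cut at about 10% in these data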;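 also: 0% = DMSO wells and 100% = sodium butyrate wells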
SMARCA2 activ: SMARCA2 (BRM) function activators, primary screen, cell-based, luminescence, high throughput; MG213 cells, MMTV-luciferase reporter, dexamethasone, overnight; activation, % at 9.1 µM; 1% of 370,000 active; AID 652017, 2013; in the data active = activation above about 7.8%;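 also: 0% = vehicle wells and 100% = reference activator wells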
ssDAF-12 act: S. stercoralis DAF-12 nuclear receptor activators, primary screen, cell-based, luminescence, HEK293, GRIP1 co-expression, lit1-tk-luc | HEK293 ssDAF-12/GRIP1 lit1-tk-luc reporter; % of 3 µM dafachronic acid response | Nuclear hormone receptor DAF-12 (Strongyloides stercoralis) | 1% of 370,000 active | AID 652126, 2013 | activation, % at 6.8 µM;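 active = activation above the mean over all tested compounds plus 3 SD, cut at about 0.9% in these data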;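 also: 0% = DMSO-only wells and 100% = 3 µM delta7-dafachronic acid wells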
FXN GAA850 act: FXN promoter activators, primary screen, cell-based, luciferase luminescence, HEK293 lucGAA850. HEK293 lucGAA850 FXN promoter luciferase reporter, 24 h; percent of 10 µM SAHA response. activation, % at 6 µM. 0.56% of 360,000 active. AID 540364, 2011;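 active = activation above the average of all compounds screened plus 3 SD, cutoff fixed separately per campaign, cut at about 7.5% in these data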;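 also: 0% = DMSO wells and 100% = 10 µM SAHA wells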
DAX1 inh-1: DAX1 (NR0B1) inhibitors, primary screen, cell-based, HEK293, Gal4-DAX1, luciferase luminescence; Nuclear receptor subfamily 0 group B member 1 (Homo sapiens), P51843; HEK293 Gal4-DAX1 luciferase reporter; inhibition, % at 6.75 µM; 0.99% of 340,000 active; AID 504766, 2011;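 active = inhibition above the mean over all tested compounds plus 3 SD, cut at about 4.2% in these data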;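 also: 0% = DAX1-transfected cells with DMSO and 100% = empty-vector control cells with DMSO; inhibition shows as a rise in luminescence from relieved DAX1 repression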
Target sequence (P51843 207-470 limits assumed): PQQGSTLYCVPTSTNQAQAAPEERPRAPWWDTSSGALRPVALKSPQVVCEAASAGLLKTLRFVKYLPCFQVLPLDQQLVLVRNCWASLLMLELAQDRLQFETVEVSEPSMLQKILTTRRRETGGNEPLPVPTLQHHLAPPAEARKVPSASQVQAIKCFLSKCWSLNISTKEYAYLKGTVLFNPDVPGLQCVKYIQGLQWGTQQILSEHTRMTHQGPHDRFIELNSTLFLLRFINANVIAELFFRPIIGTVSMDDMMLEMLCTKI
DAX1 inh-2: DAX1 (NR0B1) inhibitors on StAR promoter, primary screen, cell-based, luminescence, SF-1 (NR5A1), full-length DAX-1 | HEK293T StAR-luciferase reporter, SF-1/DAX-1 repression relief | inhibition, % at 6.8 µM | 1.1% of 370,000 active | AID 652010, 2013;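 active = inhibition above the mean over all tested compounds plus 3 SD, cut at about 3.6% in these data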;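 also: 0% = DAX-1 cells with DMSO and 100% = cells lacking DAX-1 with DMSO; higher inhibition means more luminescence from relief of DAX-1 repression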
proKLK7 act: proKLK7 zymogen activators, primary screen, biochemical, fluorescence intensity. Kallikrein-7 (Homo sapiens), P49862. purified proKLK7, EDANS-DABCYL substrate fluorescence; 100% is mature enzyme control, 0% vehicle. activation, % at 7 µM. 0.9% of 370,000 active;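 active = activation above the mean of all tested compounds plus 3 SD, computed per campaign excluding outliers beyond control limits, cut at about 13% in these data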
Target sequence (P49862 whole entry, looked up): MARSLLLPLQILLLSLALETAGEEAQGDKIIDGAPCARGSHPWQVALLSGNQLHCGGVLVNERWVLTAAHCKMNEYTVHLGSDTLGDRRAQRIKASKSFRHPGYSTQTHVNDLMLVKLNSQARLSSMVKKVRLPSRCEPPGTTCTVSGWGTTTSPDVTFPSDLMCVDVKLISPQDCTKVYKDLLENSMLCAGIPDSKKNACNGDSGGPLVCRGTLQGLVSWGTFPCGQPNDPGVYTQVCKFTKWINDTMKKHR
hcDAF12 agonist: H. contortus DAF-12 nuclear receptor activators, primary screen, cell-based, luminescence, HEK293, lit1-tk-luc reporter. HEK293 hcDAF-12 lit1-tk-luc reporter; 0% DMSO, 100% Δ7-dafachronic acid. activation, % at 6.8 µM. 1.4% of 370,000 active. AID 652067, 2013;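 active = activation above the mean of all tested compounds plus 3 SD, cut at about 5.5% in these data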;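 also: 100% = response to 3 µM Δ7-dafachronic acid high control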
NPR2 activator: human GC-B receptor activators, primary screen, HEK293 GC-B cells, cGMP TR-FRET, EC30 CNP; Atrial natriuretic peptide receptor 2 (Homo sapiens), P20594; 0% at EC30 CNP, 100% saturating CNP; activation, % at 10 µM; 0.11% of 370,000 active;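 active = activation at 10 µM reaching about 35% in either raw or pattern-adjusted values, limit read from the data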
HGIII-sPLA2 inh: human group III sPLA2 inhibitors, primary screen, biochemical, QFRET, BODIPY PC-A2 liposome substrate; AID 743126, 2013; Group 3 secretory phospholipase A2 (Homo sapiens), Q9NZ20; inhibition, % at 12.2 µM; 0.56% of 370,000 active; QFRET BODIPY PC-A2 liposome hydrolysis, fluorescence;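 active = inhibition above mean plus 3 SD of compounds lying within the high and low control bounds, cut at about 19% in these data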;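 also: 0% = median of test compound wells and 100% = no enzyme DMSO wells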
Target sequence (Q9NZ20 whole entry, looked up): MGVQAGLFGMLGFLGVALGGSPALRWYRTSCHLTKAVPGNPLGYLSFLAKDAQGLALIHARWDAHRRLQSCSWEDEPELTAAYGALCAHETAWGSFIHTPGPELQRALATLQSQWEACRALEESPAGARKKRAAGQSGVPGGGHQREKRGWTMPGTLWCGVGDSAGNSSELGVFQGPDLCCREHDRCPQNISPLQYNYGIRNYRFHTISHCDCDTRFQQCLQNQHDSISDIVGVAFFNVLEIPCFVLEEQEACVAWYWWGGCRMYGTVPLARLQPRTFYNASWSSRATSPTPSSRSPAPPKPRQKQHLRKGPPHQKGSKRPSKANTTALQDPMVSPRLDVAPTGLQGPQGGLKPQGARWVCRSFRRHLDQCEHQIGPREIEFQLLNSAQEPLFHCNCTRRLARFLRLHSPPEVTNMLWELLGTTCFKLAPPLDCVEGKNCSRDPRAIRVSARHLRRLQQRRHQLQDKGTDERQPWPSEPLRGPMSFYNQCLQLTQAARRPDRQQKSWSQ
An asterisk follows results filed as active; x = no result given. Random draw from the library; about 6.7% have a hit in one of these screens.

SMILES	GC-A act	hgDAF12 agonist	SMARCA2 activ	ssDAF-12 act	FXN GAA850 act	DAX1 inh-1	DAX1 inh-2	proKLK7 act	hcDAF12 agonist	NPR2 activator	HGIII-sPLA2 inh
CC1=CC(C)(C)N(C(=O)c2ccccc2)c2ccccc21	-14	-0.1	4	-1.2	-1.4	-0.8	0.3	-0.2	-0.1	-8	6
CN(C)N1C(N)=C(C#N)C(c2ccc(F)cc2)C2=C1CC(C)(C)CC2=O (configuration not stated)	15	-2.8	0	-1.0	-1.4	-0.2	0.1	0.0	-1.1	1	5
CN(C)Cc1nc2ccccc2c(=O)n1Cc1nc(-c2cc3ccccc3o2)cs1	3	-1.1	-4	-1.4	-2.1	-1.3	-0.7	-0.2	-1.6	1	-12
CN1CCN(C(=O)CN(C2CCCCC2)S(=O)(=O)c2ccccc2)CC1	6	-2.1	-1	-1.2	1.8	0.5	-0.2	-0.4	-0.7	1	4
CCCCOCCCNC(=O)C[C@@H]1C[C@@]2(C(=O)OC)CC(C)(C)CC=C2N(CCc2ccc(OC)c(OC)c2)C1=O	-3	-1.5	5	-1.6	x	x	0.3	-0.5	-1.2	-7	-9
CN1CCN(C(=O)c2cc3c(=O)n4ccccc4nc3s2)CC1	10	1.8	-2	-0.4	1.6	1.8	0.0	48*	0.9	-1	-3
COc1cccc(-c2cccc(NC(=O)C3CCN(Cc4cccc(C)n4)CC3)c2)c1	-4	0.6	-2	-1.0	-1.0	-0.3	0.0	-0.5	-1.1	-1	7
CC(=O)c1cccc(N(C(=O)c2csnn2)C(C(=O)NC2CCCC2)c2ccccc2)c1 (configuration not stated)	-4	-0.9	1	-0.8	-0.4	-0.3	0.1	-0.9	-1.3	5	-1
O=C(NCc1ccccn1)c1nc(Cn2ccc([N+](=O)[O-])n2)no1	0	-1.0	2	-0.4	-1.2	-0.4	-0.1	-0.7	-0.8	2	-3
CN(C(=O)c1cccc(NC(=O)Cc2ccc(NC(=O)C3CCCN(S(=O)(=O)c4cccc([N+](=O)[O-])c4)C3)cc2)c1)C1CCCC1 (configuration not stated)	-2	-4.3	-6	-0.6	0.9	-0.2	-3.1	-0.1	-0.4	5	-17
FC(F)(F)c1nnc(-c2ccccc2)nc1Oc1ccc(Cl)cc1Cl	0	1.1	2	-1.4	0.1	0.7	0.0	0.2	-1.2	2	5
Cc1cc(C=C(C#N)C#N)c(C)n1-c1ccccc1	-7	1.2	0	-0.7	2.6	0.3	-0.4	2.1	1.2	-2	0
Cc1c(Cl)c([N+](=O)[O-])nn1CC(=O)N1CCN(Cc2ccccc2)CC1	-4	-0.4	-5	-0.8	0.9	4.4*	-1.0	0.3	-0.9	-4	9
Cn1c(=O)c2c(nc(NCc3ccco3)n2CC(O)COc2ccccc2)n(C)c1=O (configuration not stated)	-5	-5.0	-2	-1.0	1.7	-1.0	-1.0	0.4	-1.8	-6	2
O=C(Nc1ccc(Cl)cn1)c1cccc2ccccc12	0	3.6	1	-1.3	-3.6	-0.6	-1.1	0.0	0.5	-7	0
CN(C(=O)c1cccc(NC(=O)Cc2ccc(NC(=O)C3CCN(C(=O)C4CC4)CC3)cc2)c1)C1CC1	-1	-2.3	-4	-0.3	-0.3	1.1	1.1	-0.4	0.4	-2	7
NC(=O)c1c(NC(=O)Cn2nc(C(=O)O)c3ccccc3c2=O)sc2c1CCCC2	1	13*	0	-1.5	-1.4	2.7	-0.5	-0.7	0.0	-3	0
O=S(=O)(NCc1ccc(Cl)cc1Cl)c1ccc(N2CCOCC2)nc1	2	-0.2	0	-1.5	3.4	1.1	-0.6	-0.1	-0.4	-3	-5
COc1ccc(C(=O)NCC(=O)OCCOc2ccc(Cl)cc2)cc1OC	11	-1.8	-2	-1.5	1.0	-1.4	-0.1	0.1	-2.3	-1	1
CC(=O)NNc1cc(N2CCOCC2)nc(N2CCOCC2)n1	3	-3.8	-5	-1.4	0.3	0.7	0.1	1.4	0.6	-4	-5
CCOC(=O)c1cc(-c2ccc(C)o2)n[nH]1	7	0.7	-2	-1.6	-2.4	-0.1	0.6	0.2	-1.1	0	-6
COc1ccc(CCNS(=O)(=O)c2ccc3[nH]c(=O)[nH]c3c2)cc1	0	1.4	5	-1.5	2.3	-0.6	0.2	-0.4	-1.8	0	-8
CC(=O)N1c2ccccc2C(C)=NCC1C(=O)NC1CCCCC1 (configuration not stated)	0	0.1	-1	-1.4	x	x	-1.0	0.1	2.1	0	-2
COC(=O)[C@@]12CCCCC3=C1N(CCC3)C(=O)[C@H]2CC(=O)N1CCCC1	4	0.8	1	-0.8	x	x	1.1	0.2	-0.6	-1	17
Nn1c(-c2ccccc2)cc(-c2ccccc2)cc1=O	1	1.4	5	-0.9	2.6	0.1	-0.7	0.4	0.1	-4	0
COCCn1nnnc1C(c1cc2cc(C)cc(C)c2[nH]c1=O)N1CCN(c2ccccc2F)CC1 (configuration not stated)	2	-1.7	-1	-0.6	-1.9	-0.1	0.8	3.2	-0.6	5	9
Cc1ccc(S(=O)(=O)N2CCCC2)cc1C(=O)NCc1ccccc1CN1CCCC1	-1	0.7	6	-1.1	-1.2	-0.8	-1.0	0.5	0.6	3	-3
Cc1ccc(-n2c(CCC(=O)O)ccc2-c2cccs2)cc1	0	5.8	2	-1.0	4.2	1.9	-0.1	0.1	3.0	5	-22
C#Cc1cccc(-n2nnc(C(C)=O)c2C)c1	5	-0.6	-5	-0.7	0.9	1.9	0.2	0.2	-1.4	-8	-1
COc1cccc(OC)c1OCCOc1ccccc1OC(C)C	-9	-1.7	-2	-1.7	-1.9	1.8	-0.7	0.3	-1.3	-4	-4
CC(C)c1ccc(OCC(=O)NCc2ccccc2)cc1	2	-0.6	-1	-0.4	1.6	0.2	0.1	-0.2	-0.1	5	1
COc1ccc(-c2noc(CCC(=O)N3CCN(c4ccccc4)CC3)n2)cc1	-2	-2.4	-1	-0.7	0.1	-0.3	0.3	-0.1	0.0	-4	8
O=C(COc1ccccc1)Nc1c(C(=O)N2CCC(N3CCCCC3)CC2)oc2ccccc12	0	1.6	0	-1.1	0.4	0.1	1.0	-0.7	2.2	-4	3
COC(=O)c1ccc(CO/N=C/c2cccc([N+](=O)[O-])c2)cc1	-6	3.6	0	0.2	0.9	-0.2	-0.3	0.2	-0.3	-4	1
CC1(C(=O)NS(=O)(=O)c2ccc(Br)cc2)CCN1C(=O)CCC1CCCC1 (configuration not stated)	4	-0.4	-4	-0.6	3.4	x	0.0	-0.4	-0.7	7	1
CCCCn1nc(C(=O)N2CCN(S(=O)(=O)c3ccccc3)CC2)c2ccccc2c1=O	-3	-0.4	-4	-1.5	0.7	-1.4	-0.8	0.1	-1.8	-10	4
CCS(=O)(=O)N1CCN(c2ccc(S(=O)(=O)N3CCOCC3)cc2)CC1	-3	0.9	0	-1.4	0.4	0.8	0.3	0.0	-1.2	0	0
OC(COc1cccc(OCC(O)CN2CCCC2)c1)CN1CCCC1 (configuration not stated)	4	-2.2	-1	-1.4	-0.1	2.3	0.8	0.6	-0.1	2	4
Cc1cccc(C(=O)Nc2cccc3cccnc23)c1	-5	7.5	3	0.8	1.3	0.5	0.0	-0.1	5.5	-5	-3
COC(=O)[C@]12C[C@H](CC(=O)N3CCC(c4ccccc4)CC3)C(=O)N(CCC3=CCCCC3)C1=C[C@H](C1CCCC1)O[C@@H]2C	1	-0.7	-5	-1.2	x	x	-0.6	-0.4	-0.1	1	-4

Compound profiles, as listed above. Order of values: GC-A act, hgDAF12 agonist, SMARCA2 activ, ssDAF-12 act, FXN GAA850 act, DAX1 inh-1, DAX1 inh-2, proKLK7 act, hcDAF12 agonist, NPR2 activator, HGIII-sPLA2 inh
COc1cccc(OC)c1OCCOc1ccccc1OC(C)C as listed: -9, -1.7, -2, -1.7, -1.9, 1.8, -0.7, 0.3, -1.3, -4, -4
COc1ccc(-c2noc(CCC(=O)N3CCN(c4ccccc4)CC3)n2)cc1 as listed: -2, -2.4, -1, -0.7, 0.1, -0.3, 0.3, -0.1, 0.0, -4, 8

Following part
SMILES	GC-A act	hgDAF12 agonist	SMARCA2 activ	ssDAF-12 act	FXN GAA850 act	DAX1 inh-1	DAX1 inh-2	proKLK7 act	hcDAF12 agonist	NPR2 activator	HGIII-sPLA2 inh
CCOCCCNC(=O)CNC(=S)N(Cc1ccc(C)cc1)Cc1ccco1	-2	-1.5	-1	-1.1	0.4	0.3	-0.4	0.0	0.7	0	-6
N#CCN(C(=O)CSc1nnc(C2CC2)n1C1CC1)c1ccccc1	1	0.4	-4	-1.0	0.4	1.3	1.1	0.7	-1.6	-3	-5
CCn1c(SCC(=O)Nc2ccc(N(C)C)cc2)nnc1-c1ccco1	-8	2.0	-3	-0.6	0.9	0.5	0.0	0.4	-2.4	-9	8
CCCCCn1c(CN2CCCCC2CC)nc2c1c(=O)n(C)c(=O)n2C (configuration not stated)	-2	3.9	1	-1.1	-0.6	0.9	1.1	-0.3	2.1	-1	0
O=S(=O)(NCc1ccccc1)c1ccc2c(c1)OCCO2	2	-1.9	3	-1.3	-1.4	0.6	-0.1	-0.1	-1.1	7	-5
N#Cc1c(-c2ccccc2F)cc(-c2cccnc2)nc1N	-2	-0.6	-1	-1.3	0.2	-0.5	-1.4	8.6	1.2	5	-1
CCn1ccnc1CNC(=O)c1ccc(OC2CCN(C(=O)COC)CC2)cc1	2	0.7	-2	-0.8	-0.1	-0.1	-0.1	-0.6	1.1	3	-1
O=C1NC[C@@H](c2ccccc2)OC(=O)[C@H](Cc2ccc(F)cc2)C/C=C\C[C@H]1CC(=O)N(CCO)Cc1ccccc1	1	-0.6	1	-1.4	-1.0	-1.3	0.6	0.0	-2.7	7	-25
Cc1cccc(Cn2ccc(N)n2)c1	7	0.7	-1	-0.2	0.1	0.2	0.5	0.5	-1.3	3	-3
COc1ccc(OC)c(C(=O)c2coc3ccc(O)c(CN4CCOCC4)c23)c1	0	0.6	-2	-1.7	5.8	-0.8	-0.2	0.7	-1.3	-2	-9
COc1ccc(N(C(=O)c2cccc([N+](=O)[O-])c2)S(=O)(=O)c2cccs2)cc1	-14	-1.1	-1	-0.7	1.2	5.1*	-0.5	-0.8	-0.5	-7	-1
CCc1cc(C(=O)OC)c(NC(=O)CN2CCN(C(=O)C3CCCO3)CC2)s1 (configuration not stated)	2	-0.6	2	-0.5	2.2	0.8	-1.0	0.6	0.1	-2	1
